MLL CXXC-DNA inh – blocks binding of human MLL CXXC domain to DNA; Q03164; MLL-CXXC / FITC-HOXA9 DNA fluorescence polarization; Potency, µM (highest dose often 115 µM), without a hit: top-dose activity change, negative = inhibition, most hits filed as inhibitors; 290,000 tested, 0.037% active; active means well fitted inhibition curve with a large enough effect in the polarisation, with a control signal flat, not every such curve was filed as active; inconclusive means small, poorly fitted or top-dose-only effect, or effect the other way, or a change in a side signal; inactive means no such curve, though single readings can be large or run the other way; the % refers to the polarisation; further: potency means the concentration at half of the fitted maximal effect
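Steps: dispense CXXC domain solution (7 uM) → pin compounds or unlabeled HOX-A9 DNA control → 5 min ambient → add FLSN-HOX-A9 solution (50 nM) → spin → 30 min ambient → fluorescence polarization. Tris pH 7.5/NaCl/DTT/BSA buffer.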
KCNH2 WT inh – KCNH2 (human, wildtype) channel inhibition. Q12809. U2OS, BacMam KCNH2, thallium flux FluxOr; active compounds read low. activity change, % at 1.84 µM. 340,000 tested, 0.37% active;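 active means maximum activity change below -70%; inconclusive means maximum activity change between -70% and -50%; inactive means maximum activity change above -50%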; further: on the % scale 0 is the no-effect control and ±100 the full control effect
Target sequence (Q12809 whole entry, looked up): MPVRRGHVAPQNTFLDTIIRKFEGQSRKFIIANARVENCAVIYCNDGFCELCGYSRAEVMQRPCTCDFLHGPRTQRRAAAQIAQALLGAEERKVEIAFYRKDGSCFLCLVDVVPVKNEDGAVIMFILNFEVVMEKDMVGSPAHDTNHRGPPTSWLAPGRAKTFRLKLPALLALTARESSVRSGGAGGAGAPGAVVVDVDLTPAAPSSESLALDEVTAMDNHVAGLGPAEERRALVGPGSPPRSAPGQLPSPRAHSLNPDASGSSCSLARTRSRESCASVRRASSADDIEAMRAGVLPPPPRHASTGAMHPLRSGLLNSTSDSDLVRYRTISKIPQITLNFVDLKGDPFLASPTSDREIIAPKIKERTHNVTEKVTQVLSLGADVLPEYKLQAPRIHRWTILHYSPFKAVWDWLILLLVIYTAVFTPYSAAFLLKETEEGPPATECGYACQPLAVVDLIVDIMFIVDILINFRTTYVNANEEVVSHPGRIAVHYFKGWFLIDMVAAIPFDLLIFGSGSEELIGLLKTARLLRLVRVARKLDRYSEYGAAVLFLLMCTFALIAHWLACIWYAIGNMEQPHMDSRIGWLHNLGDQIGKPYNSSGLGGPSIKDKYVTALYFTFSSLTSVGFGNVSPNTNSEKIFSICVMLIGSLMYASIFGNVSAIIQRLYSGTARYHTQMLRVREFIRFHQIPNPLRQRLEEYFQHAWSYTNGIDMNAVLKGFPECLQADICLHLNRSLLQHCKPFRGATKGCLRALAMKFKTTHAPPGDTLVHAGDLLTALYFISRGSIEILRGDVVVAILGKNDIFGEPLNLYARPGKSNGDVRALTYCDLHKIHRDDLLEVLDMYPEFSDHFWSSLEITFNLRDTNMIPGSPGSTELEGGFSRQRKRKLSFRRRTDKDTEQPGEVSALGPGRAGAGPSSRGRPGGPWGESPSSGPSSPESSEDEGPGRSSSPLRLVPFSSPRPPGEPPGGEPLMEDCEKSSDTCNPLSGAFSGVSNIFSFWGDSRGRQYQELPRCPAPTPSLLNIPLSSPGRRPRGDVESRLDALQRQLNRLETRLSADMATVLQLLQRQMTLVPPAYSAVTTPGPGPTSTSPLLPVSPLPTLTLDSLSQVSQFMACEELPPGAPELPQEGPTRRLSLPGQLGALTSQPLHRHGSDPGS
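U2OS cells transduced with wild-type KCNH2 virus are loaded with FluxOr dye for 45 min, and thallium flux is measured in kinetic reads before and after stimulation buffer. Rate constants are normalized to DMSO controls.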
Giardia killer – Giardia lamblia killing. Giardia lamblia trophozoite viability. 340,000 tested, 0.15% active. activity change, % at 7.66 µM, hits read low; in the data active means activity change below about -80%; inconclusive means between about -30% and that limit;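 further: parasites exposed to compound for two days anaerobically before the ATP read; on the % scale 0 is the no-effect control and ±100 the full control effect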
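Giardia trophozoites, 100 cells per well, were exposed to compounds for 48 hrs at 37 deg C under anaerobic conditions; viability was then read as ATP content by bioluminescence after 15-30 min at room temperature.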
BCR signal inh – blocks chronic active B-cell receptor signaling; ABC-DLBCL IkBa-CBG/CBR reporter, luminescence ratio, 4 h; Potency, µM (highest dose often 46.1 µM), inactives show top-dose ratio change, negative = lower green/red ratio, actives largely listed as inhibitors; 340,000 tested, 0.05% active; AID 493014; active means well fitted inhibition curve with a large enough effect in the signal ratio, with a control signal flat, not every such curve was filed as active; inconclusive means small, poorly fitted or top-dose-only effect, or effect the other way, or a change in a side signal; the % refers to the signal ratio;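 further: potency means the concentration at half of the fitted maximal effect; plate controls were basal doxycycline-induced cells for no effect and cells given 10 µM MG132 for full effect; MG132 reads +100%, hits lower the ratio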
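Compounds up to 46 uM were incubated four hours with TMD8 cells whose green CBG68 luciferase is fused to IkappaBalpha; red CBR luminescence normalised the signal, and concentration-effect curves were fitted to fusion, red and ratio data.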
Tb PFK block – T. brucei PFK enzyme inhibition; T. brucei PFK, ADP-Glo luminescence; O15648; 330,000 tested, 0.17% active; Potency, µM (series often up to 57.5 µM), for inactives: top-dose activity, negative = inhibition, hits mostly inhibitors;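 further: potency means the concentration at half of the fitted maximal effect; 0% = uninhibited 1x PFK enzyme wells and -100% = no-enzyme wells; nearly all actives have a fitted effect of over 60% in size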
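Compounds were pin-transferred as a titration series up to 57 uM into substrate buffer (0.5 mM F6P, 0.1 mM ATP, pH 8.0), then 1.25 nM PFK was added and reactions ran 45 min before ADP-Glo detection.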
TSHR antag – blocks TSH signaling through the human TSH receptor | P16473 | TSHR-expressing cells, TSH-stimulated cAMP HTRF, 2 h; active compounds read low | activity change, negative = inhibition, % at 11.5 µM | 330,000 tested, 0.2% active;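 active means activity change below a set negative limit, meaning inhibition stronger than a set level, cut at about -70% in these data; inconclusive means activity change between two set negative limits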; further: on the % scale 0 is the no-effect control and ±100 the full control effect
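Competitive HTRF cAMP read-out (cryptate anti-cAMP antibody, cAMP-d2; 30 min, room temperature) in freshly harvested TSHR cells. Compounds added before TSH at EC80 (4nM final), followed by 2 hours' incubation at 37 deg C.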
FBPA coupling cs – counter-screen for Giardia aldolase inhibitors: coupling enzyme system. AID 2472. activity change, negative = inhibition, % at 58.2 µM, hits read low. coupling enzyme system counterscreen, AmpLite Red fluorescence. 290,000 tested, 0.67% active; in the data active means activity change below about -30%; further: on the % scale 0 is the no-effect control and ±100 the full control effect
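Compounds tested against the coupling enzymes alone at 57.5 uM final; readout was AmpLite Red fluorescence (525/598 nm) after 20 min at RT.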
GALK inh – blocks human galactokinase activity | Potency, µM (series often up to 57.5 µM), for inactives: at the top dose activity change, negative = inhibition, most hits filed as inhibitors | 270,000 tested, 0.007% active | AID 1868 | Purified GALK, Kinase-Glo residual ATP luminescence; further: potency means the concentration at half of the fitted maximal effect; on the % scale 0 is the no-effect control and ±100 the full control effect
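Kinase-Glo Plus luminescence measured ATP left after a 1 h room-temperature reaction. The reaction used 5 nM GALK, 100 uM galactose and 35 uM ATP at pH 8.0 (20 mM HEPES, 5 mM MgCl2, 60 mM NaCl, 1 mM DTT, 0.01% BSA).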
TCR act – activates T cell receptor signaling. primary human leukocytes, anti-CD3, IL-2 HTRF, 48 h. Potency, µM (top dose mostly 9.22 µM), for the others: at the top dose activation of IL-2 secretion, usual class: activators. 330,000 tested, under 10 active; further: % of control where 0% means no effect
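Human primary leukocytes + a-CD3 beads + cpd, 48 hr; IL-2 in supernatant by HTRF (ex 320nm / em 665nm). No co-stimulatory signal supplied.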
AT treatment – potential ataxia-telangiectasia treatment | […] A-T fibroblasts, KAP-1 phosphorylation AlphaLISA; neocarzinostatin DNA damage 30 min before lysis | Potency, µM (highest dose often 57.5 µM), for the others: at the highest dose activation, actives largely listed as activators | 320,000 tested, 0.19% active; further: potency means the concentration at half of the fitted maximal effect; % of control where 0% means no effect; nearly all actives have a fitted effect of over 45% in size
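ATM-like activity read as KAP-1 phosphorylation via AlphaLISA donor/acceptor antibody pairs after lysis and 6 hr at 25C. Cells were ATM-null patient fibroblasts ([…], hTERT), dosed 60 min, then exposed to the DSB inducer NCS for 30 min.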
Numbers without * were called inactive; ? = inconclusive; . = no result given; & = joins results of further samples; [ ] = remark or other dose. Unless noted, the call rests on the fitted dose curve; in most records, active means well fitted curve in the direction sought with a large enough effect; inconclusive means small, poorly fitted or top-dose-only effect, or another doubt; inactive means no such curve, though single readings can be large; an effect the other way counts as inactive or inconclusive.

#	mol	MLL CXXC-DNA inh	KCNH2 WT inh	Giardia killer	BCR signal inh	Tb PFK block	TSHR antag	FBPA coupling cs	GALK inh	TCR act	AT treatment
1	CCOC(=O)C1CCCN(CCSc2ccc(C)cc2)C1 (configuration not stated)	-3%	42	-4	0%	2%	22	0	-3%	.	32%
2	Cc1ccc(NC(=O)c2ccc(S(=O)(=O)N3CCCCC3)cc2)cc1	15%	-2	3	?	2%	-24	.	-5%	.	0%
3	CCc1ccccc1NC(=O)CCNS(=O)(=O)c1cc(Br)cnc1N	-8%	8	?	-10%	2%	3	.	5%	0%	-3%
4	O=C(Cc1ccccc1)Nc1nnc(SCC(=O)NC2CCCC2)s1	1%	2	10	?	-2%	3	2	1%	3%	0%
5	O=C(Nc1cccc2c1CCCC2)c1ccc(Cl)c([N+](=O)[O-])c1	19%	-5	6	-8%	-5%	-34	-1	-2%	5%[46.1 µM]	-10%
6	Cc1noc(C(=O)NCc2ccco2)c1Cl	0%	-3	-5	6%	0%	-18	-1	-1%	4%[46.1 µM]	0%
7	COc1ccc(C)cc1NC(=O)c1ccc(CN2CCc3ccccc3C2)cc1	-10%	35	16	0%	-1%	-6	-1	0%	2%	3%
8	Cc1ccc(/C=C/C(=O)N2CC(C)CC(C)C2)o1 (configuration not stated)	0%	-1	-10	-23%	-19%	0	3	6%	3%	3%
9	COC(CNC(=O)c1c[nH]c2ccc(S(=O)(=O)N3CCC4(CC3)OCCO4)cc2c1=O)OC	6%	-4	-2	1%	0%	1	0	.	2%	-1%
10	Cc1ccccc1NC(=O)CSCc1nc(N)nc(Nc2ccccc2C)n1	14%	1	-9	-9%	1%	4	-1	2%	0%[46.1 µM]	1%
11	O=C(Nc1ccc(Cl)cc1)c1csc(Cc2ccccc2)n1	?	-4	10	0%	0%	-19	-8	-2%	-1%	9%
12	CC(=O)Nc1ccc(C(=O)COC(=O)C2CC3CCCC(C2)C3=O)cc1 (configuration not stated)	.	-14	9	7%	0%	20	.	.	2%	4%
13	COc1ccccc1NC(=O)COC(=O)C12CC3CC(CC(Br)(C3)C1)C2	.	2	2	1%	1%	3	.	.	1%	8%
14	CCN(c1ccc(F)cc1)S(=O)(=O)c1ccc2[nH]cc(C(=O)NCCCN3CCOCC3)c(=O)c2c1	0%	0	-1	0%	-1%	-4	3	-3%	4%	-1%
15	COc1cc(CN2CCCC(N3CCN(c4ccc(F)cc4)CC3)C2)ccc1F (configuration not stated)	-9%	29	-8	3%	-16%	32	-1	0%	10%	11%
16	COc1ccccc1[C@@H]1C(c2cccc(Cl)c2)=NN(c2ccc(Br)cc2)[C@H]1C(=O)N1CCOC1=O	22%	-2	-11	0%	-9%	5	-1&-5	.	-12%	9%
17	Cc1ccc(NC(=O)C(NC2CCCc3ccccc32)c2ccccc2)cc1Cl (configuration not stated)	-6%	-12	-11	14%	-6%	29	-11	-1%	-2%[46.1 µM]	9%
18	CCn1c2ccccc2c2cc(/C=N/NC(=O)c3ccccc3)ccc21	19%	2	0	?	9%	-11	-1	-3%	-1%	0%
19	CNC(=S)NN(C)c1nc(C)cc(C)n1	-9%	0	-9	7%	-1%	10	2	2%	2%[46.1 µM]	21%
20	COc1ccccc1NC(=O)Cc1nn(C)c(=O)c2ccccc12	1%	-4	3	?	1%	-1	0	0%	-7%	3%

The list goes on:
#	mol	MLL CXXC-DNA inh	KCNH2 WT inh	Giardia killer	BCR signal inh	Tb PFK block	TSHR antag	FBPA coupling cs	GALK inh	TCR act	AT treatment
21	O=C(O)c1ccc(N=NN2CCCCC2)cc1	11%	2	-27	?	0%	4	18	2%	1%	-2%
22	O=C(N[C@@H](Cc1c[nH]c2ccccc12)C(=O)O)c1ccc(Cl)cc1	29%	-3	-3	3%	-2%	-17	18	-1%	0%	4%
23	COCCCN(CC(=O)Nc1ccc(F)cc1)S(=O)(=O)c1cccs1	.	10	-6	1%	0%	-1	.	.	.	1%
24	COc1ccc(/C=C/C(=O)OCC(=O)Nc2ccc(Cl)cn2)cc1	4%	.	-12	6%	0%	-5	-3	1%	8%	4%
25	O=C(COc1ccccc1)NCC(=O)N/N=C/c1cc(Br)ccc1OCc1ccccc1	6%	3	-7	3%	-1%	6	-29	3%	7%[46.1 µM]	-3%
26	Cc1ccc(S(=O)(=O)NCc2ccccc2)cc1C(=O)NCc1ccccn1	8%	9	-2	-1%	0%	-3	.	-1%	6%	1%
27	CC(=O)Nc1ccc(S(=O)(=O)Oc2cccc(/C=N/N=C3/NC(=O)C(CC(=O)O)S3)c2)cc1 (configuration not stated)	7%	0	-5	-1%	?	13	-1	-1%	0%	2%
28	CNC(=O)c1cccn1-c1ccsc1C(=O)OC	-2%	-2	-8	-2%	-2%	-4	2	2%	-2%	0%
29	CCCN1CCCc2cc(CN)ccc21	?	29	3	0%	1%	-10	-52*	1%	.	3%
30	Cc1ccc(C(=O)NNC(=O)C2CCN(S(=O)(=O)c3ccc(Cl)cc3)CC2)cc1	-4%	3	-17	8%	-3%	-3	-1	.	-3%[46.1 µM]	2%
31	COc1ccc(NC(=O)CC2C(=O)N(Cc3ccco3)C(=S)N2C(C)C)cc1 (configuration not stated)	15%	2	11	-7%	-5%	-6	4	3%	1%	0%
32	O=C(CN1C(=O)NC2(CCCC2)C1=O)NCCc1ccc(Cl)cc1Cl	.	4	-6	0%	-2%	-3	.	.	6%	-1%
33	Cc1cccc(N2CCN(CC(O)COc3ccc(Cl)cc3)CC2)c1 (configuration not stated)	-13%	4	-9	?	0%	20	1	-1%	0%	-14%
34	COc1ccccc1NC(=O)N(c1c(N)n(Cc2ccccc2)c(=O)[nH]c1=O)C1CCCC1	-1%	7	4	2%	0%	-2	1	8%	-5%	6%
35	COc1ccc(Nc2cc(Cl)ccc2C(=O)O)cn1	12%	-5	1	0%	1%	-28	11	2%	1%	3%
36	N#Cc1ccc(C(=O)Nc2cc(S(=O)(=O)Nc3ccc(Cl)cc3)ccc2N2CCCCC2)cc1	0%	3	1	-5%	11%	-12	-10	1%	-9%	-2%
37	c1ccc2c(c1)OCC(c1nnc3n1-c1ccccc1SC3)O2 (configuration not stated)	-11%	-7	12	-1%	-2%	-4	-2	-3%	0%	6%
38	CCCCN1CC(O)=C(c2nc3ccccc3s2)C1=N	-2%	-2	5	4%	0%	-9	1	7%	-2%	2%
39	CCOc1ccc(NC(=O)CN(C)S(=O)(=O)c2cnc[nH]2)cc1	7%	-2	22	-3%	-2%	-2	1	9%	3%	1%
40	CCOC(=O)C1=C(C)Nc2ncnn2C1c1c[nH]c2ccccc12 (configuration not stated)	2%	-27	14	-1%	3%	25	-5	0%	3%	15%

In a second layout: entries from further up.
#34 COc1ccccc1NC(=O)N(c1c(N)n(Cc2ccccc2)c(=O)[nH]c1=O)C1CCCC1
  MLL CXXC-DNA inh = -1%	KCNH2 WT inh = 7	Giardia killer = 4	BCR signal inh = 2%	Tb PFK block = 0%	TSHR antag = -2	FBPA coupling cs = 1	GALK inh = 8%	TCR act = -5%	AT treatment = 6%
#30 Cc1ccc(C(=O)NNC(=O)C2CCN(S(=O)(=O)c3ccc(Cl)cc3)CC2)cc1
  MLL CXXC-DNA inh = -4%	KCNH2 WT inh = 3	Giardia killer = -17	BCR signal inh = 8%	Tb PFK block = -3%	TSHR antag = -3	FBPA coupling cs = -1	GALK inh = .	TCR act = -3%[46.1 µM]	AT treatment = 2%

Additional results follow:
#	mol	MLL CXXC-DNA inh	KCNH2 WT inh	Giardia killer	BCR signal inh	Tb PFK block	TSHR antag	FBPA coupling cs	GALK inh	TCR act	AT treatment
41	CC(=O)C1=C(C)NC(SCC(=O)c2ccc(F)cc2)=C(C#N)C1c1ccco1 (configuration not stated)	0%	9	-3	-19%	-2%	-17	-1	1%	-6%	8%
42	CN1/C(=C/C(=O)c2ccc(Cl)cc2)Sc2cc3c(cc21)OCO3	40%[activator]	1	-5	?	2%	-7	-4	-3%	-3%[46.1 µM]	.
43	CC(C)[C@H](CO)Nc1nc(NCc2ccc(S(N)(=O)=O)cc2)c2ncn(C(C)C)c2n1	9%	-3	-15	?	-14%	23	-24	-3%	-1%	35%
44	Nn1c(SCCOc2ccc(Cl)cc2)nnc1-c1cccnc1	23%	-1	2	4%	3%	-4	2	1%	10%	0%
45	O=C(NNC(=S)NCc1ccco1)c1ccccc1Br	9%	-4	13	2%	-11%	-15	.	-4%	-2%	6%
46	CN(C(=O)COC(=O)c1ccccc1SCC(=O)N1CCCC1)C1CCS(=O)(=O)C1 (configuration not stated)	10%	-5	16	2%	-2%	3	.	6%	4%	0%
47	Cc1nnsc1C(=O)Nc1cccc(Cl)c1Cl	-2%	-4	12	?	-3%	2	3	1%	1%[46.1 µM]	7%

Compound activity (PubChem)
